FLuc counter – counter-screen for miR-21 project: firefly luciferase inhibitors or activators; P08659; purified FLuc, Km substrates, luminescence inhibition; Potency, µM (highest dose often 57.5 µM), inactives show top-dose activity change, negative = inhibition, actives largely listed as inhibitors; 6.9% of 360,000 active;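 note: plate controls were vehicle for no effect and reference inhibitor for full effect; nearly all actives have a fitted effect of over 55% in size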
Target sequence (P08659 whole entry, looked up): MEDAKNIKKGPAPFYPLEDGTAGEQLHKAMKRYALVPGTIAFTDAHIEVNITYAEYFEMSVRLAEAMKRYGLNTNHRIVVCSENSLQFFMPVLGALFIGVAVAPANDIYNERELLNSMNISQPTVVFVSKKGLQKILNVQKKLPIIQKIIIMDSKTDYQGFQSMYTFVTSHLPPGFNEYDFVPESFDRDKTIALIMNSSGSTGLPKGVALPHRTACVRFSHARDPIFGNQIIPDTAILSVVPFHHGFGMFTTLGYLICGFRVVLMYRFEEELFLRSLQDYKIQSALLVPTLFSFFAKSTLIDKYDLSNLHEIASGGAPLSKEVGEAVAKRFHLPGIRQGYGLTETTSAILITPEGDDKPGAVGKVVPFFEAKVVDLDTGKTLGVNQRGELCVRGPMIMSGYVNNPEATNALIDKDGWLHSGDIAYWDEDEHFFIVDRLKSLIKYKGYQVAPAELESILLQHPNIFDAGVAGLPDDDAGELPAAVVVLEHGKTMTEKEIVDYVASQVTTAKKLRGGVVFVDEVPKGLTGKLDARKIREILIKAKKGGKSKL
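Biochemical qHTS of compounds, final roughly 60 µM downward over six points, against 10 nM purified firefly luciferase using Km concentrations of substrates (10 uM D-luciferin, 10 uM ATP) in Tris acetate pH 7.5 buffer; luminescence output.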
Rab9 prom act – Rab9 promoter activation | 2.8% of 320,000 active | Huh7 Rab9 promoter-luciferase reporter, luminescence, 24 h | AID 485297 | Potency, µM (titrated, usually from 9.22 µM), for inactives: top-dose activation, negative = inhibition, usual class: activators; note: % of control where 0% means no effect; nearly all actives have a fitted effect of over 60% in size
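Cells were plated at 1500 per well in reduced-serum medium with 10% FBS and left 2 h. Compound in DMSO was then added for 24 h at 37 °C. Reporter signal was read by luminescence after 10 min with luciferase detection reagent.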
p53 reactivation – re-activators of mutant p53; Potency, µM (series often up to 92.2 µM), for the others: at the top dose activity change, positive = activation, usual class: activators; 0.063% of 320,000 active; H1299 p53-A138V BP100-luciferase reporter, luminescence, 24 h; AID 504706; note: % of control where 0% means no effect; nearly all actives have a fitted effect of over 45% in size
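H1299 (p53-null), stable ts p53-A138V + BP100-Luc; 1000 cells/well, Opti-MEM/10% FBS; cpd 4 pt, 1:5; 24 h, 37 deg C, 5% CO2; detection reagent 10 min RT; luminescence.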
BRCA1 expr act – increases BRCA1 expression | MCF7-BRCA1-FFLuc reporter, luminescence, 48 h; response scale: scaled: vehicle 0%, 10 µM genistein 100% | Potency, µM (series often up to 46.1 µM), inactives show top-dose activation, usual class: activators | 1.1% of 380,000 active; note: nearly all actives have a fitted effect of over 80% in size; some results filed as inactive show a strong effect at the top dose
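Luminescence from a BRCA1-driven firefly luciferase in MCF7 cells was the read-out, taken 15 min after substrate addition following 48 h compound exposure at 37 °C. Data were normalized to a 10 microM genistein control and DMSO vehicle.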
NPC1 promoter act – activates the NPC1 promoter; Potency, µM (series often up to 9.22 µM), for inactives: at the highest dose activation, most hits filed as activators; Huh7 NPC1 promoter luciferase reporter, 24 h; AID 485313; 2.4% of 320,000 active;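 note: % of control where 0% means no effect; nearly all actives have a fitted effect of over 60% in size; reporter is driven by a mutant NPC1 promoter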
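Huh7 cells stably carrying NPC1 promoter–luciferase, plated in Opti-MEM with 10% FBS for 2 h, were exposed to compound in DMSO for 24 h at 37 °C; luciferase reagent was added for 10 min and luminescence read.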
RORg inh – ROR gamma (mouse) transcription inhibition | Drosophila S2 Gal4-RORgamma UAS-luciferase reporter, 20 h | AID 2551 | 5.4% of 310,000 active | Potency, µM (doses to about 53.6 µM), without a hit: top-dose activity change, negative = inhibition, hits mostly inhibitors; note: % is set by controls: 0 for no effect and ±100 for the full control effect; nearly all actives have a fitted effect of over 60% in size
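Compounds are pin-transferred onto Drosophila Schneider cells expressing a copper-inducible Gal4–ROR gamma transactivation domain fusion. After 1 hr, copper sulfate is added to 700 uM final; luciferase is read 20 hr later.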
VP16 counter – counter-screen for ROR gamma inhibitors: Gal4-VP16 reporter; AID 2546; Potency, µM (top dose mostly 53.6 µM), inactives show at the top dose activity, negative = inhibition, most hits filed as inhibitors; 3.5% of 310,000 active; Drosophila S2 Gal4-VP16 UAS-luciferase, luminescence, 20 h;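 note: Gal4-VP16 expression switched on by copper sulfate through the metallothionein promoter; % is set by controls: 0 for no effect and ±100 for the full control effect; nearly all actives have a fitted effect of over 50% in size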
uPA generation – blocks generation of uPA at the cell surface; Potency, µM (series often up to 38.3 µM), without a hit: at the top dose activity change, negative = inhibition, most hits filed as inhibitors; cell surface uPA generation assay, qHTS; 0.31% of 330,000 active; active = well fitted inhibition curve with a large enough effect; inconclusive = small, poorly fitted or top-dose-only effect; inactive = no such curve, though single readings can be large or run the other way; tested in mouse RAW 264.7 cells; note: % is set by controls: 0 for no effect and ±100 for the full control effect; nearly all actives have a fitted effect of over 55% in size
MBNL1 CUG block – inhibitors of human MBNL1 binding to CUG repeat RNA; TR-FRET MBNL1-His/biotin-(CUG)12 binding, 665/545 ratio; Potency, µM (series often up to 57.5 µM), for inactives: at the top dose activity change, negative = inhibition, usual class: inhibitors; 0.036% of 280,000 active; active = well fitted inhibition curve with a large enough effect in the signal ratio, with a control signal flat, not every such curve was filed as active; inconclusive = small, poorly fitted or top-dose-only effect, or effect the other way, or a change in a side signal; inactive = no such curve, though single readings can be large or run the other way; the % refers to the signal ratio; note: % is set by controls: 0 for no effect and ±100 for the full control effect
Target sequence (Q9NR56 whole entry, looked up): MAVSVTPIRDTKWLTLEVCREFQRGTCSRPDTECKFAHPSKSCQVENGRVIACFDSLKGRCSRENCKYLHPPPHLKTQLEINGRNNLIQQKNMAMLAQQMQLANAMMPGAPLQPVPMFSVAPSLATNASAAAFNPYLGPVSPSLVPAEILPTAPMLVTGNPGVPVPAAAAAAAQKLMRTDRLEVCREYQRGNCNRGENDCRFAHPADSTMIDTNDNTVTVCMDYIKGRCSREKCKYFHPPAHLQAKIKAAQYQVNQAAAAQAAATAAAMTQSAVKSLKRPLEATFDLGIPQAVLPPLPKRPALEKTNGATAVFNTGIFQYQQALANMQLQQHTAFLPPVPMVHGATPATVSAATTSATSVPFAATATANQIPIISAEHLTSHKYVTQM
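TR-FRET between His-tagged MBNL1 and biotin-(CUG)12 RNA, detected with Tb anti-His antibody (0.055 ng/ul) and streptavidin-XL665 (5 nM), 60 min at room temperature. Compounds titrated 92 nM to 58 uM; 665/545 nm ratio normalized to buffer and complex controls.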
ELG1 genotoxic – induces genotoxicity in HEK293T cells with luciferase-tagged ELG1 | HEK293T ELG1-luciferase reporter, luminescence, 16 h | Potency, µM (top dose mostly 46 µM), without a hit: at the top dose activity change, positive = activation, actives largely listed as activators | 1.3% of 330,000 active; note: % of control where 0% means no effect; nearly all actives have a fitted effect of over 60% in size
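Quantitative HTS format in 1536-well plates. HEK293T ELG1-luciferase reporter cells receive test compound and are incubated 16 hr at 37 °C, 5% CO2; ONE-Glo added, 30 min room temperature, then luminescence read.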
* hit, by the source's call; u = inconclusive; x = no result given; [ ] = another dose, or the depositor's remark. Unless noted, calls come from the whole dose curve; as a rule, active = well fitted curve in the direction sought with a large enough effect; inconclusive = small, poorly fitted or top-dose-only effect, or another doubt; inactive = no such curve, though single readings can be large; an effect the other way counts as inactive or inconclusive. Potency is the fitted concentration of half-maximal effect.

canonical_smiles,FLuc counter,Rab9 prom act,p53 reactivation,BRCA1 expr act,NPC1 promoter act,RORg inh,VP16 counter,uPA generation,MBNL1 CUG block,ELG1 genotoxic
NS(=O)(=O)c1ccc(CCNc2nc3c(-c4cccc(F)c4)nnn3c3ccccc23)cc1,-1%,-8%,u,-59%,-1%,1%,u,2%,x,u
COC(=O)CSc1nc(NC#N)nc(NC(C)C)n1,0%,8%,2%,11%,-1%,-1%,-9%,0%,-3%,0%
CC(C)NC(=O)c1ccc2c(c1)N(CC(=O)N1CCCCC1)C(=O)C(C)(C)O2,-1%,-1%,0%,0%,0%,-16%,-1%,-3%,-2%,8%
O=C(COc1cc(F)ccc1[N+](=O)[O-])Nc1ccc(N2CCOCC2)cc1,-2%,-1%,0%,-5%,-6%,7%,-11%,-1%,6%,-8%
COc1ccc(OC)c(NC(=O)COC(=O)c2c3c(nc4ccccc24)CCCC3)c1,-1%,-4%,-8%,-68%,0%,-1%,-21%,x,3%,-26%
CCOC(=O)c1sc2nccc(N(C)C)c2c1N=CN(C)C,5%,-2%,0%,1%,1%,-10%,1%,0%,22%,-17%
CNC(=S)N1CCN(C(=O)c2ccco2)CC1,1%,0%,7%,27%,0%,-3%,-3%,-2%,-1%,8%
CC(=O)Nc1cccc2c1C(=O)N(c1ccc(OC(C)=O)cc1)C2=O,-16%,-2%,17%,26%,-1%,-14%,-6%,0%,u,0%
COC(=O)/C=C/C(=O)N1CCN(c2ccccc2)CC1,-7%,-1%,u,-5%,0%,7%,2%,-12%,1%,1%
Cc1csc(NC(=O)CSc2nnc(-c3ccccc3)o2)n1,-4%,2µM*,u,u,3.2µM*,u,-15%,-6%,1%,5µM*
CNC[C@H](CC1CCCCC1)NC[C@H](NCCC1CCCC1)[C@H](C)O,-1%,-7%,x,-21%,-3%,-39%,1%,-8%,-2%,-15%
COc1ccccc1C(=O)Nc1ccc(S(=O)(=O)N2CCC(C)CC2)cc1,4%,-8%,3%,-28%,0%,44%,-6%,-6%,-4%,-4%
Cc1ccc(S(=O)(=O)N(C)CC(=O)OCC(=O)NC(c2ccccc2)c2ccccc2)cc1,11%,-17%,-11%,-1%,-4%,40%,-2%,-8%,-17%,0%
CC(=O)Nc1ccc(NC(=O)c2c(C)nn(Cc3ccccc3)c2Cl)cc1,-6%,-1%,-6%,-22%,-3%,-3%,-12%,3%,-1%,16%
COc1ccc(-n2ncc(C(C)NS(=O)(=O)c3cccs3)c2C)cc1 (stereo unspecified),-1%,0%,-11%,-17%,3%,-14%,-11%,-2%,-4%,-5%
CC(C)NC(=O)N(C)C[C@H]1Oc2ccc(NS(=O)(=O)c3cccs3)cc2C(=O)N([C@H](C)CO)C[C@@H]1C,x,x,-4%,-8%,x,x,x,3%,x,-1%
CC(C)C(C(=O)Nc1ccc2c(c1)OCO2)N1C(=O)c2ccccc2C1=O (stereo unspecified),0%,-5%,-3%,-4%,3%,u,1%,7%,11%,0%
CCn1cc(CCC(=O)NCCc2ccccc2)c2ccccc21,-2%,17%,-1%,-40%,13%,-2%,6%,6%,-5%,0%
Cc1ccc(S(=O)(=O)c2c(C)cc(C)nc2N2CCCC2)cc1,-2%,1%,12%,-35%,-3%,-15%,8%,-4%,-3%,-4%
CCN(CC)c1ccc(C=Nc2ccccc2C)c(O)c1,1.3µM*,u,28%,-26%,u,0%,-3%,1%,14%,5%
COC(=O)c1cc(C(=O)OCC(=O)c2ccc[nH]2)cc([N+](=O)[O-])c1,0%,-2%,27%,-2%,0%,x,x,-19%,x,-1%
OC(CN1CCN(Cc2ccccc2)CC1)Cn1c2ccccc2c2ccccc21 (stereo unspecified),-1%,-4%,5%,-63%,-4%,9%,u,4%,-8%,-3%
CCOC(=O)Nc1ccc2c(c1)N(C(=O)CCN1CCN(C)CC1)c1ccccc1S2,-4%,-19%,-1%,-32%,-3%,3%,-5%,-3%,14%,-1%
CCOC(=O)c1cc(C#N)c(N2CCN(C(=O)c3ccccc3)CC2)nc1C(F)(F)F,1%,2%,-5%,-33%,-4%,15%,7%,2%,x,-9%
Cn1cnc(S(=O)(=O)Nc2ccc(OC(F)(F)F)cc2)c1,-1%,-6%,7%,-1%,-2%,-1%,-1%,6%,0%,-1%
O=C(c1ccc(Cl)s1)N1CCCC1,4%,7%,-1%,6%,0%,10%,0%,x,4%,4%
COc1cc(C(=O)OCC(C)=O)c([N+](=O)[O-])cc1OC,-2%,13%,2%,1%,-1%,7%,-13%,4%,u,1%
O=C(Nc1ccc(-c2cn3ccsc3n2)cc1)c1ccc(F)c(S(=O)(=O)N2CCOCC2)c1,-14%,1%,-5%,-42%,0%,u,-18%,-12%,5%,-54%[inhibitor]
CC(=O)N1CCN(C(=O)c2ccc3c(c2)OCCO3)CC1,2%,8%,-4%,-5%,4%,-34%,1%,12%,-3%,4%
CCOc1ccc(S(=O)(=O)N2CCOCC2)cc1NC(=O)CSCC(=O)Nc1cccc(C)c1,3%,8%,-12%,-18%,-2%,21%,u,-4%,-6%,-4%

Two compounds drawn at random from those above:
canonical_smiles,FLuc counter,Rab9 prom act,p53 reactivation,BRCA1 expr act,NPC1 promoter act,RORg inh,VP16 counter,uPA generation,MBNL1 CUG block,ELG1 genotoxic
CCOC(=O)c1cc(C#N)c(N2CCN(C(=O)c3ccccc3)CC2)nc1C(F)(F)F,1%,2%,-5%,-33%,-4%,15%,7%,2%,x,-9%
O=C(COc1cc(F)ccc1[N+](=O)[O-])Nc1ccc(N2CCOCC2)cc1,-2%,-1%,0%,-5%,-6%,7%,-11%,-1%,6%,-8%

Other results
canonical_smiles,FLuc counter,Rab9 prom act,p53 reactivation,BRCA1 expr act,NPC1 promoter act,RORg inh,VP16 counter,uPA generation,MBNL1 CUG block,ELG1 genotoxic
O=[N+]([O-])c1ccc(/C=N/NC(=S)Nc2ccccc2)o1,u,6%,u,-20%,2%,u,u,-3%,u,0%
O=C(NCc1cccnc1)/C(=N\O)c1ccccc1,0%,-19%,1%,-8%,-2%,10%,5%,1%,-3%,3%
CCCc1n[nH]c2c1/C(=N\OCC)CC(C)(C)C2,1%,-5%,1%,1%,1%,u,-11%,8%,x,-2%
CCOC(=O)c1sc2nc(CC(=O)OC)nc(NCCN3CCOCC3)c2c1C,1%,1%,-5%,-13%,0%,8%,21%,-11%,9%,-2%
CC/C=C\[C@H](O)[C@H](O)C1=C(C)C(=O)[C@]2(O1)C(=O)N[C@@](OC)(C(=O)c1ccccc1)C2O (stereo partly specified),-3%,-1%,-3%,-1%,-4%,12%,-3%,4%,10%,-7%
CCN=C1SC(CC(=O)Nc2ccc(N3CCOCC3)cc2)C(=O)N1CC (stereo unspecified),0%,2%,10%,-1%,-2%,25%,1%,0%,-3%,0%
O=C(Cn1c(=O)c2c(ncn2Cc2ccccc2)n(Cc2ccccc2)c1=O)N1CCCC1,-2%,1%,-3%,6%,-3%,u,-17%,-8%,-19%,1%
FC(F)(F)c1nnc2ccc(NCn3nnc4ccccc43)nn12,4%,u,-6%,0%,-1%,-17%,11%,-2%,-8%,0%
Cc1nnc(-c2cccc(Br)c2)c2cn(-c3ccccc3)nc12,2%,2%,-3%,-35%,21%,38%,0%,-4%,4%,0%
O=C(O)c1ccc2c(c1)C(=O)N([C@H](Cc1ccc([N+](=O)[O-])cc1)C(=O)O)C2=O,4%,-4%,x,x,-1%,-6%,1%,x,x,x
CCOc1ccc2nc(/N=C/c3nc(-c4ccc(Br)cc4)oc3O)sc2c1,-7%,17%,15%,11%,9%,12%,23%,9%,-14%,2%
COc1ccc(CCNC(=O)COC(=O)c2cc(S(=O)(=O)N3CCOCC3)ccc2C)cc1OC,x,x,-5%,-8%,x,x,x,-4%,x,-1%
CS(=O)(=O)N1N=C(c2cccs2)CC1c1ccc(Cl)o1 (stereo unspecified),-2%,-1%,7%,u,5%,u,-2%,-23%,7%,15%
Cc1c(NC(=O)CSc2nnc(C(C)Oc3ccc(Cl)cc3)n2-c2ccccc2)c(=O)n(-c2ccccc2)n1C (stereo unspecified),1%,-2%,-3%,-25%,-4%,14%,-6%,x,7%,-1%
C/C(=N\Nc1ccc([N+](=O)[O-])cc1)c1cc2ccccc2o1,-13%,0%,-1%,-71%,14%,u,-14%,3%,14%,u
O=C(Cn1ccc(NC(=O)OCc2ccccc2)nc1=O)NCCN1CCOCC1,-2%,-5%,12%,12%,1%,x,x,-4%,x,2%
O=C(NC(NNc1ccc([N+](=O)[O-])cc1)(C(F)(F)F)C(F)(F)F)c1ccc(Cl)cc1,-4%,1%,9%,-18%,0%,16µM*,u,1%,4%,4%
CN1CCN(Cc2c(C(=O)N3CCc4ccccc4C3)nc3ccc(Cl)cn23)CC1,1%,3%,-8%,-22%,5%,-1%,-2%,-2%,-4%,2%
NNC(=O)C(Cc1ccc(O)cc1)N1Cc2ccccc2C1=O (stereo unspecified),-1%,0%,-5%,3%,2%,-1%,13%,8%,-5%,-3%
CC1=C(C(=O)Nc2ccccc2)C2(CCCCC2)C(C#N)=C(SCC(N)=O)N1,0%,11%,-1%,1%,-3%,15%,4%,0%,-9%,1%
COc1ccc(NC(=O)CC2SC(N)=NC2=O)c([N+](=O)[O-])c1 (stereo unspecified),-3%,-3%,-1%,2%,-1%,6%,-13%,17%,u,0%

Source: PubChem BioAssay
